IL1B NFkB inh: blocks IL-1B driven NFkB nuclear translocation in HUVEC cells; HUVEC IL-1B NFkB p65 nuclear translocation imaging; inhibition, % at 2 µM; actives 0.43% (n = 94,000); AID 796;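 active = inhibition above about 30% together with a positive call from visual inspection of the well image, limit read from the data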;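 note: nuclear over cytoplasmic p65 intensity ratio measured by imaging; 0% = IL-1B stimulated DMSO wells and 100% = unstimulated DMSO wells; values of inactives mirror those of a sister screen read the other way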
PLAP inhibition: PLAP enzyme inhibitors, biochemical, luminescence, HTS (AID 690). purified PLAP, luminescent substrate; higher % means a stronger effect. inhibition, % at 20 µM, or IC50 in µM where a hit was titrated. actives 0.08% (n = 96,000); in the data active = a potency from the dose series; inactive = the rest, 99 in 100 with inhibition below about 30%; note: strong numbers were not always called active
MRP reversal: MRP-mediated drug resistance reversal; H69AR cells + 2 uM doxorubicin, CellTiter-Glo, 72 h; differential viability (reversal), % at 10 µM; actives 0.04% (n = 85,000);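 active = viability drop by adding the cancer drug above about 55%, with treated viability meeting a 40% cutoff, limit read from the data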;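 note: viability without doxorubicin minus viability with 2 µM doxorubicin for each compound; larger differential means the compound sensitizes cells more to doxorubicin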
IL1B NFkB pot: enhances IL-1B driven NFkB nuclear translocation; HUVEC IL-1B NFkB p65 nuclear translocation imaging; activation, % at 2 µM; actives 0.3% (n = 94,000);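 active = activation above 40%, about the mean plus 3 SD, also judged a hit on visual image review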;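 note: percent activation is computed from the nuclear over cytoplasmic p65 intensity ratio; values of inactives mirror those of a sister screen read the other way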
Bcl-B displacement: displacers of TR3 peptide from Bcl-B, primary screen, selectivity assay for Bfl-1 inhibitor project, biochemical, fluorescence polarization; actives 0.11% (n = 96,000); FP displacement of FITC-TR3 peptide from Bcl-B; higher % means a stronger effect; displacement, % at 20 µM, or IC50 in µM where a hit was titrated;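 active = displacement above 50% at 20 µM plus a fluorescence interference ratio under 1.5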;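 note: plate controls were wells without compound for no effect and wells lacking Bcl-B protein for full effect; a part of the inactive calls stands beside numbers as strong as those of hits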
MRP reversal cytotoxicity: recorded beside MRP reversal, whose call it bears; viability, %; H69AR cells, CellTiter-Glo, 72 h; measured here: cytotoxicity without doxorubicin
MRP reversal with doxorubicin: further read-out of MRP reversal, marked with its call; viability, %; measured here: viability with 2 uM doxorubicin; active compounds read low
IL1B NFkB inh cell count 2 µM: further read-out of IL1B NFkB inh, marked with its call; cell count; measured here: cells passing quality filter;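 raw number of nuclei counted in each imaged well without normalization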
IL1B NFkB pot cell count 2 µM: further read-out of IL1B NFkB pot, marked with its call; cell count; measured here: cells passing quality filter
An asterisk follows results filed as active; nt = not tested or not shown. An excerpt; the hit share may differ from the screen's.

SMILES	IL1B NFkB inh	IL1B NFkB inh cell count 2 µM	PLAP inhibition	MRP reversal	MRP reversal cytotoxicity	MRP reversal with doxorubicin	IL1B NFkB pot	IL1B NFkB pot cell count 2 µM	Bcl-B displacement
Cc1nc(=O)c(-c2ccccc2)c(C)n1-c1ccccc1C(=O)O	-8	120	5%	12	96	84	8	120	-10%
COc1ccc(S(=O)(=O)N[C@@H](Cc2ccccc2)C(=O)N2CC[C@@]3(O)CCCC[C@H]3C2)cc1	8	91	-53%	-2	69	70	-8	91	1%
COc1ccccc1CNC(=O)Cn1cccc1	6	158	12%	8	106	98	-6	158	-2%
O=C(NC(=S)Nc1cccc(Cl)c1N1CCCCC1)c1cccs1	-5	129	4%	nt	nt	nt	5	129	-1%
CC1(C)C2([N+](=O)[O-])CN(CCO)CC1([N+](=O)[O-])CN(CCO)C2	2	60	nt	-9	79	88	-2	60	nt
CC(=O)N(C)C1(c2nnnn2CCOC(=O)Nc2cccc3ccccc23)CCCC1	-17	172	-20%	4	91	86	17	172	0%
Cc1cccc(NC(=S)NNC(=O)c2ccco2)c1	-5	124	-112%	nt	nt	nt	5	124	0%
COc1ccccc1-c1nnc(-c2ccc(N3CCOCC3)cc2)o1	-7	101	nt	-11	48	59	7	101	nt
O=C(c1cccc(S(=O)(=O)N2CCCC2)c1)c1cccc(S(=O)(=O)N2CCCC2)c1	-4	110	12%	-9	73	82	4	110	-4%
COc1ccc(C(=O)N2CCN(Cc3cc(OC)c(O)c(OC)c3)CC2)cc1OC	0	169	9%	14	92	78	0	169	11%
CCOc1ccc2nc(SCC(=O)Nc3ncccn3)[nH]c2c1	-11	67	-80%	9	109	100	11	67	-8%
CCC(C)c1ccc(O)c(NC(=O)c2cncc(Br)c2)c1 (configuration not stated)	-8	103	-21%	-11	76	87	9	103	-1%
O=C(NCCN1CCOCC1)C1CCC(=O)N1C1CCCCC1 (configuration not stated)	-19	135	15%	2	92	90	19	135	-4%
CCCCCCSC1=C(C#N)C(=O)NC2(CCCCC2)S1	-26	126	nt	19	103	84	26	126	nt
CC1(C)OC(=O)N(CCc2ccccc2)C1(C)O (configuration not stated)	nt	nt	8%	-3	106	109	nt	nt	0%
COc1ccc(C(=O)N(c2ccccc2)C2C=CS(=O)(=O)C2)cc1 (configuration not stated)	0	129	8%	1	86	85	0	129	-1%
Cc1ccc(CCP(=O)(O)CN2CCOCC2)cn1	-6	122	20%	4	96	92	6	122	-6%
Cc1ccc(NC(=S)c2nc3ccccc3s2)cc1	-7	146	-7%	nt	nt	nt	7	146	4%
COC(=O)C1(C(F)(F)F)N=C2Sc3ccccc3N2C(N2CCOCC2)=N1 (configuration not stated)	-14	70	-17%	10	94	85	14	70	-2%
CCOc1ccc(N=C2NC(=O)S/C2=C\c2ccc(Cl)cc2)cc1	20	124	17%	nt	nt	nt	-20	124	-17%
C=C(C)c1cccc(C(C)(C)NC(=O)Nc2cc(C)ccc2OC)c1	1	200	7%	nt	nt	nt	-1	200	-6%
O=C(Oc1ccc2ccc(=O)oc2c1)N1CCOCC1	-22	89	-2%	-3	104	107	22	89	12%
Cc1cc(C)nc(SCC(=O)c2ccc(O)cc2O)n1	3	179	10%	-32	42	74	-3	179	5%
O=C(Cn1cnc2c(nnn2Cc2ccc(Cl)cc2)c1=O)N1CCCc2ccccc21	-18	137	nt	3	89	86	18	137	nt
Cc1ccc(-c2cc(-c3ccccc3)c(C#N)c(N)n2)o1	-13	183	-12%	7	105	98	13	183	7%
O=C(NCc1n[nH]c(=S)n1-c1cccc(Cl)c1)c1ccc(S(=O)(=O)N2CCCC2)cc1	-14	175	-19%	nt	nt	nt	14	175	-34%
CN(C)CCSc1nnc2sc3ccccc3n12	-5	105	9%	0	100	100	5	105	-8%
CCCCn1c(SCC(=O)c2ccc(OC)c(OC)c2)nc2cc(S(N)(=O)=O)ccc21	-8	155	7%	2	67	65	8	155	-3%
NC(=O)c1oc2ccccc2c1NC(=O)c1ccc(F)cc1	2	61	18%	nt	nt	nt	-1	61	0%
COc1cccc(-c2noc(C3CCCN(S(=O)(=O)c4cccc(Cl)c4C)C3)n2)c1 (configuration not stated)	nt	nt	-29%	-4	83	87	nt	nt	0%

Some entries already given, reduced to IL1B NFkB pot.
Structure,IL1B NFkB pot
CCCCn1c(SCC(=O)c2ccc(OC)c(OC)c2)nc2cc(S(N)(=O)=O)ccc21,8
NC(=O)c1oc2ccccc2c1NC(=O)c1ccc(F)cc1,-1

(cont.)
SMILES	IL1B NFkB inh	IL1B NFkB inh cell count 2 µM	PLAP inhibition	MRP reversal	MRP reversal cytotoxicity	MRP reversal with doxorubicin	IL1B NFkB pot	IL1B NFkB pot cell count 2 µM	Bcl-B displacement
N#Cc1c(NC(=O)CSc2n[nH]c(N)n2)oc(-c2ccccc2)c1-c1ccccc1	-4	161	-47%	-9	86	94	4	161	-7%
COc1ccc(N2CCN(CC(O)c3c[nH]c4ccc(OC)cc34)CC2C)cc1 (configuration not stated)	-13	153	-21%	-1	35	36	13	153	4%
CCc1nnc(NC(=O)c2cccc(S(=O)(=O)N(C)c3ccccc3)c2)s1	-7	115	-16%	15	92	77	7	115	-14%
Cc1ccccc1C(=O)Nc1ccccc1-n1cccc1	-40	146	12%	nt	nt	nt	40*	146*	-5%
CCC(C)NC(=O)c1cc(Cl)ccc1OC (configuration not stated)	4	171	-14%	7	90	84	-4	171	-2%
CCn1c(=O)cc(SCC(=O)N2CCC(C)CC2)c2ccccc21	-12	123	-24%	8	72	64	12	123	-4%
Cc1ccccc1C(=O)NCCc1nnc(SCC(=O)Nc2nc(-c3ccccc3)cs2)n1C	6	121	nt	18	99	81	-6	121	nt
CCOC(=O)C1=NN(c2ccccc2C)C2=NC(C)=C(C(=O)OC)C(c3cccs3)N12 (configuration not stated)	9	169	nt	5	95	90	-9	169	nt
Cc1c(NC(=O)C2CCCCN2S(=O)(=O)c2ccc(Cl)cc2)c(=O)n(-c2ccccc2)n1C (configuration not stated)	-2	47	-9%	15	97	82	2	47	5%
CCC(C)(C)NC(=O)C(c1ccc(F)cc1)N(Cc1ccco1)C(=O)CCC(=O)Nc1ccccn1 (configuration not stated)	nt	nt	-58%	-1	72	73	nt	nt	4%
Cn1c[n+](C)cc1/C=N/O	-1	75	6%	-5	90	95	1	75	5%
O=C(Nc1cccnc1)c1c(O)c2cccc3c2n(c1=O)CC3	-23	156	-13%	-18	15	33	23	156	-3%
O=C(Nc1cccc2nsnc12)c1ccc2c(c1)OCO2	-5	164	10%	2	84	82	5	164	-13%
O=C(c1cc2c(=O)n3ccccc3nc2s1)N1CCOCC1	nt	nt	12%	nt	nt	nt	nt	nt	-11%
Cc1ccc(NC(=O)CSc2nc3ccccc3c3nc(CCc4c(C)n[nH]c4C)nn23)cc1F	-20	157	-60%	-2	43	45	20	157	-17%
Oc1c(N=Nc2ccccn2)ccc2ccccc12	-15	146	6%	nt	nt	nt	15	146	-3%
CC1=NCC(C)c2c1[nH]c1ccccc21 (configuration not stated)	8	139	10%	nt	nt	nt	-7	139	-5%
Cc1cccc(OCC(O)Cn2c(-n3nc(C)cc3C)nc3c2c(=O)[nH]c(=O)n3C)c1 (configuration not stated)	14	153	-8%	12	76	64	-14	153	-2%
COc1cc(OC)cc(C(=O)NC2CCN(CC(=O)Nc3cccc4ccccc34)CC2)c1	-3	113	nt	-28	39	67	3	113	nt
CCN(/C=N/c1sc2c(c1C#N)CC(C)(C)NC2(C)C)CC	-5	131	-11%	6	102	96	-11	42	-3%
CCN(CCNS(=O)(=O)c1ccc2[nH]c(=O)sc2c1)c1ccccc1	5	53	-21%	nt	nt	nt	-5	53	9%
Cc1ccc(S(=O)(=O)CCc2nnc(N)s2)cc1	-5	155	7%	5	84	79	5	155	-6%
Cc1ccccc1OCC(=O)NCCN1CCCC1	-16	138	-12%	-5	95	101	16	138	8%
CC(=O)NCc1cn2c(C)csc2n1	-23	63	nt	nt	nt	nt	23	63	nt
O=C(c1cc(-c2cccs2)on1)N1CCN(c2ccc(F)cc2)CC1	-2	87	7%	0	102	102	2	87	-6%
CC(C)NS(=O)(=O)c1ccc(OCC(=O)NCC2CCCO2)c(Cl)c1 (configuration not stated)	3	137	-26%	-1	104	106	-3	137	6%
COc1ccc(-c2nnc(SCc3ccccc3F)o2)cc1OC	nt	nt	10%	20	106	86	nt	nt	0%
COc1ccc(N2CCC(CNC(=O)Nc3ccc(OC)cc3OC)C2)cc1 (configuration not stated)	1	175	-1%	-7	70	77	-1	175	-31%
N=c1c(-c2nc3ccccc3[nH]2)cc(C(=O)c2cccs2)nn1-c1ccccc1	6	152	nt	-9	5	14	-6	152	nt
COc1ccc(C)cc1NC(=O)COC(C)=O	-4	195	-32%	nt	nt	nt	4	195	4%
Cn1ncc(Cl)c1C(=O)N1CCCc2ccccc21	-37	155	-10%	nt	nt	nt	37	155	5%
Cc1ccc(NC(=S)NNC(=O)c2ccccc2OC(F)F)cc1	11	170	-81%	nt	nt	nt	-11	170	2%
CCN(CC)CCC(=O)Nc1ccc2c(c1)N(C(=O)CN(CC)CC)c1ccccc1CC2	11	110	-53%	-18	76	94	-11	110	46%
COc1ccc(NC(=S)NC(NC(=O)C(C)C)C(Cl)(Cl)Cl)c([N+](=O)[O-])c1 (configuration not stated)	-18	130	-8%	nt	nt	nt	18	130	10%
Fc1ccccc1N1CCN(Cc2nc(-c3ccccc3)no2)CC1	4	90	2%	23	118	95	-4	90	-5%
COC(=O)C1=C(C)N(C)C(C)=C(C(=O)OC)C1c1ccncc1	-22	147	-11%	10	99	88	22	147	-9%
O=c1cc(O)nc(SCc2ccccc2Cl)[nH]1	-13	181	-14%	9	92	82	13	181	-10%
Cc1ccc2nc(-c3cccc(S(=O)(=O)N(C)C)c3)cn2c1	-8	131	1%	1	79	77	8	131	-9%
CCCC(=O)Nc1ccc(C(=O)NCC2CCCO2)cc1 (configuration not stated)	-14	49	-10%	12	105	93	14	49	-2%

In the list so far, 8 have fluorine:
SMILES	IL1B NFkB inh	IL1B NFkB inh cell count 2 µM	PLAP inhibition	MRP reversal	MRP reversal cytotoxicity	MRP reversal with doxorubicin	IL1B NFkB pot	IL1B NFkB pot cell count 2 µM	Bcl-B displacement
COC(=O)C1(C(F)(F)F)N=C2Sc3ccccc3N2C(N2CCOCC2)=N1 (configuration not stated)	-14	70	-17%	10	94	85	14	70	-2%
NC(=O)c1oc2ccccc2c1NC(=O)c1ccc(F)cc1	2	61	18%	nt	nt	nt	-1	61	0%
CCC(C)(C)NC(=O)C(c1ccc(F)cc1)N(Cc1ccco1)C(=O)CCC(=O)Nc1ccccn1 (configuration not stated)	nt	nt	-58%	-1	72	73	nt	nt	4%
Cc1ccc(NC(=O)CSc2nc3ccccc3c3nc(CCc4c(C)n[nH]c4C)nn23)cc1F	-20	157	-60%	-2	43	45	20	157	-17%
O=C(c1cc(-c2cccs2)on1)N1CCN(c2ccc(F)cc2)CC1	-2	87	7%	0	102	102	2	87	-6%
COc1ccc(-c2nnc(SCc3ccccc3F)o2)cc1OC	nt	nt	10%	20	106	86	nt	nt	0%
Cc1ccc(NC(=S)NNC(=O)c2ccccc2OC(F)F)cc1	11	170	-81%	nt	nt	nt	-11	170	2%
Fc1ccccc1N1CCN(Cc2nc(-c3ccccc3)no2)CC1	4	90	2%	23	118	95	-4	90	-5%

Bioassay records from PubChem BioAssay.
